EPAC2 antag: blocks human EPAC2 exchange factor | Potency, µM (highest dose often 114 µM), for inactives: top-dose activity, negative = inhibition, hits mostly inhibitors | EPAC2 GEF exchange of Rap1B-BODIPY-GDP, fluorescence | Q8WZA2 | hit rate 0.18% among 360,000; further: on the % scale 0 is the no-effect control and ±100 the full control effect; nearly all actives have a fitted effect of over 45% in size; many of its hits are not listed in these tables
FUS suppressor: FUS proteinopathy suppression in yeast. S. cerevisiae FUS-expressing, growth rescue, OD600, 24 h. Potency, µM (doses to about 76.6 µM), inactives show top-dose growth rescue (activation), hits mostly activators. hit rate 0.24% among 390,000. AID 1347120;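 further: plate controls were DMSO vehicle for no effect and reference control for full effect; nearly all actives have a fitted effect of over 55% in size; some results filed as inactive show a strong effect at the top dose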
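Absorbance at 600 nm, taken 24hr after compound addition, measured rescue of FUS-yeast growth at 30C. Induction used 2% galactose with seeding at OD 0.005. Controls: CP55940 from 92uM final, DMSO only.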
EPAC2 agonist: EPAC2 (human) agonism; hit rate 0.079% among 360,000; EPAC2 activation, biochemical qHTS; response scale: 100% = 6.5 mM cAMP response; Q8WZA2; Potency, µM (doses to about 154 µM), without a hit: at the highest dose activation, hits mostly activators; further: nearly all actives have a fitted effect of over 50% in size
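Each well held 100 nM EPAC2, 250 nM RAP1B-BODIPY-GDP and 50 uM GDP. Fluorescence, read at 5-min intervals to 30 min, was referenced to a 6.5 mM cAMP positive control.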
TDP43 rescue: rescues yeast growth from TDP-43 toxicity | TDP-43 expressing yeast growth rescue, BacTiter-Glo, 24 h | Potency, µM (top dose mostly 46.1 µM), without a hit: at the highest dose growth rescue (activation), hits mostly activators | hit rate 1.8% among 410,000; further: % of control where 0% means no effect; nearly all actives have a fitted effect of over 50% in size
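Yeast expressing TDP-43 (pregrown in raffinose, seeded at OD600=0.02 in galactose medium) exposed to compounds 24 hr at 30 deg C. Growth read by BacTiter-Glo luminescence; rescue of toxicity appears as increased signal.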
EPAC1 ag: agonists of human EPAC1; hit rate 0.073% among 360,000; EPAC1 agonist qHTS, biochemical assay; response scale: 100% = response to 6.5 mM cAMP; O95398; Potency, µM (highest dose often 154 µM), without a hit: top-dose activation, usual class: activators; further: nearly all actives have a fitted effect of over 60% in size
Target sequence (O95398 whole entry, looked up): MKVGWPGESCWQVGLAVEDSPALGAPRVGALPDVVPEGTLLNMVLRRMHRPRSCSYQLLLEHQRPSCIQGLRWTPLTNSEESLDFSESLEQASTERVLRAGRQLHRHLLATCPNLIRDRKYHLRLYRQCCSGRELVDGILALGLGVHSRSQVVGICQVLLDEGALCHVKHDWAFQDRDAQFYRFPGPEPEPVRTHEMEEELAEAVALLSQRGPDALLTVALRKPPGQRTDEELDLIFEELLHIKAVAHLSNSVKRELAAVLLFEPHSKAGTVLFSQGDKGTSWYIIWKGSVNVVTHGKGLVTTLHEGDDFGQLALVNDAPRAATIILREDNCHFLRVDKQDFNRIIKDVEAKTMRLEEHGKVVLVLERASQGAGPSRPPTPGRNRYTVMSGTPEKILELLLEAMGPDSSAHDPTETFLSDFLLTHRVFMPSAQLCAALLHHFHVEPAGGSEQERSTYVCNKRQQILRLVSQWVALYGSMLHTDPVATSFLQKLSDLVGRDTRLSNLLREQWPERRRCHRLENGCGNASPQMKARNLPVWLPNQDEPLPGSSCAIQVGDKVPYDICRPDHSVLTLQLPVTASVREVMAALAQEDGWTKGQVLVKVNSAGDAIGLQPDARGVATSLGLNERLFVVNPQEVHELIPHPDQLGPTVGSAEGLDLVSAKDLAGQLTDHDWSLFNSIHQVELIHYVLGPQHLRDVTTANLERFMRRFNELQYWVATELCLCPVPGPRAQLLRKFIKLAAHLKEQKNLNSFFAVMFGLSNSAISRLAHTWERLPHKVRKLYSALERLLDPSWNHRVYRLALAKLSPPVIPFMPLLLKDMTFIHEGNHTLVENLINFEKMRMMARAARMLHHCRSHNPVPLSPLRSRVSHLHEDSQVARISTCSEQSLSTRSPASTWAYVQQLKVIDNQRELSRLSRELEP
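Normalized to 6.5 mM cAMP, activity reflects EPAC1-catalysed release of BODIPY-GDP from Rap1B, followed kinetically over 30 min at 480 nm excitation, 540 nm emission. Reaction contained 100 nM EPAC1, 250 nM Rap1B-BODIPY-GDP, 50 uM GDP.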
EPAC1 antagonist: EPAC1 (human) antagonism. hit rate 0.14% among 360,000. Potency, µM (titrated, usually from 115 µM), inactives show top-dose activity change, negative = inhibition, hits mostly inhibitors. O95398. EPAC1 GEF assay, Rap1b-BODIPY-GDP exchange fluorescence;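 further: plate controls were vehicle for no effect and positive control for full effect; nearly all actives have a fitted effect of over 50% in size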
aSyn rescue: inhibitors of alpha-synuclein toxicity in yeast; hit rate 0.14% among 370,000; Potency, µM (top dose mostly 46.1 µM), inactives show top-dose growth rescue (activation), most hits filed as activators; AID 652106; Yeast expressing alpha-synuclein, growth rescue, BacTiter-Glo, 24 h; further: % of control where 0% means no effect; nearly all actives have a fitted effect of over 65% in size
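Galactose-induced alpha-syn yeast (OD600=0.02, raffinose-pregrown) + pinned cpd, 24 hr, 30 deg C; growth by BacTiter-Glo luminescence. Growth restoration scores as activation.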
PTHR1 agonist: agonists of human PTHR1 parathyroid hormone receptor; HEK293 GP2 PTHR1 cells, GloSensor cAMP luminescence, 1 h; Potency, µM (series often up to 115 µM), for the others: at the highest dose activation, most hits filed as activators; hit rate 0.075% among 410,000; AID 743266; further: nearly all actives have a fitted effect of over 55% in size; some results filed as inactive show a strong effect at the top dose; inactives centre near -15; many of its hits are not listed in these tables
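HEK-293-derived GP2 cells expressing PTHR1 and a GloSensor cAMP reporter, 3,000/well, plated overnight, given luciferin plus IBMX (each 0.5 mM as added) for 1 h at 37 °C, then compound for 1 h at 37 °C. Luminescence was read after 15 min at room temperature.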
* hit, by the source's call; i = inactive; ? = inconclusive; · = not tested or not shown; [ ] = remark or other dose. The call rests on the fitted dose curve; in most records, active means well fitted curve in the direction sought with a large enough effect; inconclusive means small, poorly fitted or top-dose-only effect, or another doubt; inactive means no such curve, though single readings can be large; an effect the other way counts as inactive or inconclusive. Potency means the concentration at half of the fitted maximal effect. Not all compounds are listed; the hit share may differ from the screen's.

Order of values: EPAC2 antag	FUS suppressor	EPAC2 agonist	TDP43 rescue	EPAC1 ag	EPAC1 antagonist	aSyn rescue	PTHR1 agonist
Oc1ccc(-c2n[nH]c(=S)n2Cc2ccco2)cc1
  9%	28%	-3%	-10%	-6%	-3%	-7%	i
CC(Oc1ccc(F)cc1)C(=O)N(CCC1=CCCCC1)c1c(N)n(Cc2ccccc2)c(=O)[nH]c1=O (centres undefined)
  21%	19%	-13%	7%	-16%	-21%	4%	-34%[inhibitor]
COC(=O)/C=C1/S/C(=N/NC(=O)c2ccccc2)NC1=O
  8%	1%	12%	6%	0%	-2%	-1%	-3%[57.5 µM]
Cn1nnnc1SCC(=O)NCc1cccs1
  5%	23%	9%	15%	9%	3%	-6%	-4%[57.5 µM]
O=C1CCCN1CCCNC(=S)Nc1cccc2ccccc12
  -5%	49%	2%	-15%	-7%	-24%	0%	12%
O=C(CCC1CCCN(C(=O)c2cccs2)C1)N1CCN(c2ccccn2)CC1 (centres undefined)
  4%	9%	7%	0%[0.397 µM]	6%	-1%	6%	i
CCOc1ccc(NC(=O)COC(=O)CNC(=O)c2ccc(-c3ccccc3)cc2)cc1
  0%	-3%	1%	25%	1%	-9%	1%	i
CCCCc1c(-c2ccccc2)ncn1CCc1ccccc1OC
  ?	22%	10%	19%	-4%	-12%	0%	-41%[inhibitor]
COc1cccc(Cn2cc(C(=O)NCCN(C)C)nn2)c1
  3%	11%	1%	10%	15%	12%	2%	i
COc1ccc(C(=O)N(CCCO)Cc2cc3c(C)ccc(C)c3[nH]c2=O)cc1OC
  5%	·	16%	-18%	2%	8%	-9%	-17%
COc1ccccc1CCNS(=O)(=O)c1cc2c3c(c1)C(C)C(=O)N3CCC2 (centres undefined)
  9%	5%	17%	0%	1%	-7%	-7%	i
CC(C)(C)NC(=O)C(=O)N/N=C/c1ccc(F)cc1
  1%	-8%	-4%	6%	6%	4%	2%	-5%
CCn1c2ccccc2c2nnc(SCC(=O)Nc3ccc4c(c3)OCO4)nc21
  -1%	2%	5%	-16%	2%	4%	8%	i
CC1(c2cccc(Br)c2)NC(=O)N(CC(=O)N2CCN(C(=O)c3ccco3)CC2)C1=O (centres undefined)
  -5%	11%	8%	1%	-1%	19%	0%	-4%
CC(=O)Nc1ccc(Nc2cc(C)nc(Nc3ccc(NC(C)=O)cc3)n2)cc1
  6%	-7%	8%	?	3%	-4%	-9%	i
CC(CN1CCOCC1)OC(=O)/C=C/c1ccccc1 (centres undefined)
  7%	5%	15%	-35%	-2%	4%	-6%	3%
Cc1cc(C(=O)NNc2c(Cl)cccc2Cl)n(C(C)(C)C)n1
  -5%	9%	5%	-3%	11%	-5%	2%	-15%
O=C(Nc1cccc(F)c1)c1ccc2ncsc2c1
  -12%	22%	19%	?	11%	-11%	-64%[inhibitor]	-80%[inhibitor]
NC(=O)N/N=C/CCc1ccccc1
  3%	-16%	4%	-13%	-2%	10%	1%	14%
COc1ccc(S(=O)(=O)NCCC(=O)NC2CCCCCCC2)cc1
  12%	30%	-3%	-2%	7%	6%	-3%	-24%
CCn1c(=O)c(CCC(=O)NCC2CCCO2)c(C)c2c(C)nn(-c3ccc(C)cc3)c21 (centres undefined)
  1%	1%	-2%	17%	6%	-18%	-2%	-38%[inhibitor]
COc1ccc(-c2nc(CN3CCC(C(=O)NC4CCN(Cc5ccccc5)CC4)CC3)c(C)o2)cc1OC
  -8%	16%	2%	3%	4%	16%	0%	i
COc1ccc(S(=O)(=O)N2CCCOC2CNC(=O)C(=O)NCc2ccco2)cc1 (centres undefined)
  1%	12%	7%	-12%	5%	16%	5%	i
O=S(=O)(Nc1ccccc1Cl)c1ccc(-c2ccccn2)s1
  -19%	13%	0%	-15%	-3%	-2%	16%	-3%
O=C(Cc1cccs1)NCC1CCCO1 (centres undefined)
  12%	-14%	2%	-17%	3%	-1%	-2%	-3%[57.5 µM]
CN1C(=O)NC(c2ccccc2Cl)C2=C1CC(C)(C)CC2=O (centres undefined)
  14%	17%	0%	-12%	-2%	10%	6%	i
COc1ccccc1/C=C/CN1CCSCC1
  12%	-7%	-5%	8%	-2%	-10%	-1%	i
CC1CCCCN1CCCNC(=O)c1ccc2c(c1)NC(=O)CN2C (centres undefined)
  -13%	4%	15%	4%	13%	6%	-1%	-20%
COc1ccc(CNC(=O)Cn2nc(C(F)(F)F)c3c2CCC3)cc1
  -3%	8%	3%	27%	-3%	8%	·	-37%
O=C(NCc1ccccc1)C1CCCN(S(=O)(=O)c2cccs2)C1 (centres undefined)
  -4%	-3%	3%	-12%	5%	3%	-1%	i

Sorted by heavy-atom count (largest number first): part of the list above.
Order of values: EPAC2 antag	FUS suppressor	EPAC2 agonist	TDP43 rescue	EPAC1 ag	EPAC1 antagonist	aSyn rescue	PTHR1 agonist
COc1ccc(-c2nc(CN3CCC(C(=O)NC4CCN(Cc5ccccc5)CC4)CC3)c(C)o2)cc1OC
  -8%	16%	2%	3%	4%	16%	0%	i
COc1ccc(C(=O)N(CCCO)Cc2cc3c(C)ccc(C)c3[nH]c2=O)cc1OC
  5%	·	16%	-18%	2%	8%	-9%	-17%
COc1ccccc1CCNS(=O)(=O)c1cc2c3c(c1)C(C)C(=O)N3CCC2 (centres undefined)
  9%	5%	17%	0%	1%	-7%	-7%	i
CC1CCCCN1CCCNC(=O)c1ccc2c(c1)NC(=O)CN2C (centres undefined)
  -13%	4%	15%	4%	13%	6%	-1%	-20%
Oc1ccc(-c2n[nH]c(=S)n2Cc2ccco2)cc1
  9%	28%	-3%	-10%	-6%	-3%	-7%	i

(cont.)
Order of values: EPAC2 antag	FUS suppressor	EPAC2 agonist	TDP43 rescue	EPAC1 ag	EPAC1 antagonist	aSyn rescue	PTHR1 agonist
N=c1c2ccccc2nc2n1CCCCCCCCCCC2
  -6%	8%	17%	-8%	4%	3%	1%	-61%[inhibitor]
CC(C)(C)SCCNC(=O)COc1ccccc1
  11%	-8%	4%	-20%	3%	5%	3%	i
O=C1NC[C@H](c2ccccc2)N(CCC23CC4CC(CC(C4)C2)C3)C1=O
  -25%	14%	-1%	0%	-10%	-6%	0%	-17%
O=C1NC(Cc2ccccc2)c2nc3cc(Cl)ccc3c(=O)n2-c2ncccc21 (centres undefined)
  4%	12%	-7%	?	7%	7%	0%	-36%[inhibitor]
Cc1cccc(OCC(=O)Nc2ccc(C(=O)Nc3ccccc3C(=O)O)cc2)c1
  -15%	-44%	5%	5%	-2%	-2%	?	i
C=CCn1c(=S)[nH]c2sc3c(c2c1=O)CCC3
  -2%	0%	-1%	6%	-5%	-8%	-17%	-4%[57.5 µM]
N#C/C(=C\c1c[nH]c2ccccc12)C(=O)NCC1CCCO1 (centres undefined)
  -9%	6%	3%	4%	6%	8%	-3%	-18%
COc1ccc(Br)cc1CN(C)C(C)C(=O)Nc1cc([N+](=O)[O-])ccc1OC (centres undefined)
  1%	9%	-4%	-6%	-2%	-9%	1%	-42%[inhibitor]
CC(C)C[C@H](NC(=O)N1CCn2c1nc1ccccc12)C(=O)NCc1ccccc1
  -16%	31%	8%	14%	-3%	-19%	12%	-20%
COc1ccc(NC(=O)C2Cc3c(-c4ccccc4Oc4ccccc4)ccnc3O2)cc1 (centres undefined)
  2%	35%	5%	25µM*	4%	-6%	7%	-14%

Quoted at random: four records from the list.
Order of values: EPAC2 antag	FUS suppressor	EPAC2 agonist	TDP43 rescue	EPAC1 ag	EPAC1 antagonist	aSyn rescue	PTHR1 agonist
CC1CCCCN1CCCNC(=O)c1ccc2c(c1)NC(=O)CN2C (centres undefined)
  -13%	4%	15%	4%	13%	6%	-1%	-20%
COc1ccc(CNC(=O)Cn2nc(C(F)(F)F)c3c2CCC3)cc1
  -3%	8%	3%	27%	-3%	8%	·	-37%
CCCCc1c(-c2ccccc2)ncn1CCc1ccccc1OC
  ?	22%	10%	19%	-4%	-12%	0%	-41%[inhibitor]
Cc1cccc(OCC(=O)Nc2ccc(C(=O)Nc3ccccc3C(=O)O)cc2)c1
  -15%	-44%	5%	5%	-2%	-2%	?	i

Carrying on:
Order of values: EPAC2 antag	FUS suppressor	EPAC2 agonist	TDP43 rescue	EPAC1 ag	EPAC1 antagonist	aSyn rescue	PTHR1 agonist
CC#CCN1C(=O)N[C@@H](c2ccccc2)C(C(=O)OC)=C1C
  -5%	-10%	9%	28%	6%	3%	4%	i
Cc1cc(N2CCN(C(=O)Nc3ccc(F)cc3F)CC2)c2ccccc2n1
  -6%	21%	5%	24%	1%	3%	0%	-16%
N#Cc1ccccc1S(=O)(=O)Nc1ccc2c(c1)OCCO2
  0%	9%	1%	13%	2%	-4%	-2%	-21%
CN(CC(=O)Nc1nc2ccccc2s1)S(=O)(=O)c1ccc(Cl)cc1
  -4%	0%	17%	14%	17%	-16%	-8%	-23%
COc1c(C(=O)Nc2ccc(CN3CCOCC3)cc2)cc2ccccc2c1Br
  25%	18%	2%	-12%	-9%	9%	0%	-61%[inhibitor]
CCC(C(=O)Nc1sc(C(N)=O)c(C)c1C(=O)OC)c1ccccc1 (centres undefined)
  ?	31%	-13%	-8%	-24%	-18%	-7%	i
CCOc1ccc(Nc2ncnc3c2cnn3-c2ccccc2)cc1
  -6%	-25%	-4%	11%	0%	-6%	-7%	-27%
O=C(c1ccccc1)c1nc2ccccc2[nH]c1=O
  6%	16%	-8%	-20%	7%	4%	3%	i
